Source: PubChem BioAssay
12-LOX inh = inhibitors of human 12S-lipoxygenase ALOX12. P18054. purified 12hLO, xylenol orange hydroperoxide absorbance. Potency, µM (top dose mostly 108 µM), for the others: at the top dose activity change, negative = inhibition, usual class: inhibitors. 580,000 compounds, 1.1% hits; further: potency means the concentration at half of the fitted maximal effect; on the % scale 0 is the no-effect control and ±100 the full control effect
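Purified human 12hLO (150 nM final) in 25 mM Hepes, 0.01% Triton X-100, pH 7.0 was preincubated 15 min at room temperature with compound. Then 40 uM arachidonic acid was added, 30 min. Hydroperoxide was read by Fe-XO absorbance ratio 573/405 nm.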
LDHA block = blocks human lactate dehydrogenase A; P00338; purified LDHA, NADH/diaphorase-resazurin fluorescence; hits give low values; activity change, % (values are at about 110 or 230 µM); 480,000 compounds, 0.15% hits; AID 1347041; in the data active means activity change below about -30%; inconclusive means mostly about -25% to -30%;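 further: plate controls were DMSO wells for no effect and wells without enzyme for full effect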
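Enzyme activity of human lactate dehydrogenase 5 (2 nM; 0.06 mM NADH, 0.2 mM pyruvate, 5 min, RT) is measured via a resazurin/diaphorase fluorescence readout of residual NADH.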
RGS4 inh = human RGS4 inhibition | Transcreener GDP fluorescence polarization, RGS4-accelerated GTP hydrolysis | Potency, µM (highest dose often 114 µM), without a hit: at the top dose activity change, negative = inhibition, usual class: inhibitors | 390,000 compounds, 0.039% hits; further: potency means the concentration at half of the fitted maximal effect; on the % scale 0 is the no-effect control and ±100 the full control effect; nearly all actives have a fitted effect of over 75% in size; some results filed as inactive show a strong effect at the top dose
Target sequence (P49798 whole entry, looked up): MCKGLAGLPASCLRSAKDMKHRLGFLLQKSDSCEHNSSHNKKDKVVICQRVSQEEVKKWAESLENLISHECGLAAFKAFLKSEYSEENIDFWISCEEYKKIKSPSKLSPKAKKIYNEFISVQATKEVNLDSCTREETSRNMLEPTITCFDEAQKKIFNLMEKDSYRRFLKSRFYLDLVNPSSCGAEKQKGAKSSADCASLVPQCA
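MLSMR compounds (23 nl, pin-transferred) preincubated 10 min at room temperature with a 500nM (2x) first reagent, then RGS4 at 900nM (2x) plus Transcreener GDP mix added; fluorescence polarization (620/688 nm) read before and after 90 min at 30 °C.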
GRP78 ERSR act = inducers of ER stress response in human glioma cells. Potency, µM, without a hit: at the top dose activation, hits mostly activators. U87-MG GRP78 promoter luciferase reporter, 16 h. 420,000 compounds, 0.02% hits; further: potency means the concentration at half of the fitted maximal effect; series mostly up to about 76 µM; % of control where 0% means no effect; nearly all actives have a fitted effect of over 35% in size
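ERSR induction read as luciferase luminescence (Bright-Glo, 10 min at room temperature) in stably transfected human U87-MG glioma cells exposed to compounds for 16 h, using GRP78 as sensor.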
D2 antag = antagonists of human D2 dopamine receptor | HEK293 TREx D2 cells, calcium flux, dopamine EC80 | inhibition, % at 10 µM | 340,000 compounds, 2% hits | P14416; in the data active means inhibition above about 30%; further: 0% is about no effect
Target sequence (P14416 whole entry, looked up): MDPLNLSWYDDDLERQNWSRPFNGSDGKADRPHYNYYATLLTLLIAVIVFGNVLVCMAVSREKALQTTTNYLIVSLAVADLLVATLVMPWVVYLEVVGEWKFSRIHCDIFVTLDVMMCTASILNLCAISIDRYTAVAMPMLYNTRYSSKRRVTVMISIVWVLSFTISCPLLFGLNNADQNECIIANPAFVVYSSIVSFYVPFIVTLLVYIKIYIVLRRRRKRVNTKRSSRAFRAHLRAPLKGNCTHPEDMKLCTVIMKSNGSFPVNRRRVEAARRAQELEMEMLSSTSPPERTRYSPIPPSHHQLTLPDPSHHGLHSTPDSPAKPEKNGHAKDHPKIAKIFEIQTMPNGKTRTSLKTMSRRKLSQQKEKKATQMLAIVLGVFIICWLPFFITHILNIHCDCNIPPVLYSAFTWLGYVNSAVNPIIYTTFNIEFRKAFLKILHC
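Compounds are added to dye-loaded, induced HEK293 T-REx cells coupled to calcium release via D2; after a 3 min kinetic read an EC80 dopamine stimulus is given and fluorescence is recorded for 3 more min.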
Vif-A3F inh = blocks the Vif interaction with APOBEC3F; HeLa A3F-eYFP + Vif (tagged APOBEC3F with the HIV-1 protein that degrades it), YFP fluorescence increase; Potency, µM (titrated, usually from 46.1 µM), for the others: at the highest dose activity, negative = active; 390,000 compounds, 0.2% hits; further: potency means the concentration at half of the fitted maximal effect; % of control where 0% means no effect; nearly all actives have a fitted effect of over 65% in size
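HeLa cells stably expressing A3F-eYFP plus Vif, plated and incubated overnight at 37 deg C, then exposed to compounds overnight at 37 deg C. Blocked degradation read as raised yellow fluorescence (Ex 488/Em 500-530).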
D2 ag = activates the human D2 dopamine receptor; P14416; HEK293 T-REx D2 cells, calcium flux agonist mode; activation, % at 2 µM; 340,000 compounds, 0.53% hits; AID 485358;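 active means activation over 3 SD above normal in the single-dose calcium agonist read, cut at about 30% in these data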; further: 0% is about no effect
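Agonism scored from kinetic calcium signal (1 read/sec, 180 s) following compound pin transfer, after a 10 s baseline. Cells: HEK293 Trex line expressing inducible D2 receptor coupled to calcium, dye-loaded after overnight culture at 30 C.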
Vif-A3G inh = blocks the Vif interaction with human APOBEC3G; Q9HC16; HeLa A3G-eYFP + Vif (tagged APOBEC3G with the HIV-1 protein that degrades it), YFP fluorescence, overnight; Potency, µM (highest dose often 46.1 µM), for inactives: at the top dose activity, negative = active, most hits filed as inhibitors; 410,000 compounds, 0.076% hits;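 further: potency means the concentration at half of the fitted maximal effect; on the % scale 0 is the no-effect control and ±100 the full control effect; nearly all actives have a fitted effect of over 60% in size; hits raise eYFP signal because A3G escapes Vif-driven loss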
Target sequence (Q9HC16 whole entry, looked up): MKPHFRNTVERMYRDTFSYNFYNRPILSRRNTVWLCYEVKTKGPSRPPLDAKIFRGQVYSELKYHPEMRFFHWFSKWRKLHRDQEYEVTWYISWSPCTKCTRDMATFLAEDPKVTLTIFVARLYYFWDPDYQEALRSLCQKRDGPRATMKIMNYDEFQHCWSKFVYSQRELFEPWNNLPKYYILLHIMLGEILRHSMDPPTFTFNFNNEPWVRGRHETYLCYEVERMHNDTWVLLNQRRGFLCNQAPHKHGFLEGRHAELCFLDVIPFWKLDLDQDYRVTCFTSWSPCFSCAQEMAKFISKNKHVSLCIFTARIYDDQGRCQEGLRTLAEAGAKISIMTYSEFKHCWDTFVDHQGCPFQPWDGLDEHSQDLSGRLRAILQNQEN
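HeLa cells stably expressing Vif and C-terminally eYFP-tagged A3G, seeded overnight at 37 deg C, then exposed to compound by pintool overnight at 37 deg C. Rise in yellow fluorescence (Ex 488/Em 500-530, Acumen) marks blocked Vif-driven A3G degradation.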
ERG Ets-DNA blk = blocks human ERG Ets domain binding to DNA; Potency, µM (doses to about 76.9 µM), inactives show at the top dose FP activity, negative = inhibition, most hits filed as inhibitors; P11308; fluorescence polarization, His-ERG Ets domain / labelled DNA; 370,000 compounds, 0.028% hits; active means well fitted inhibition curve with a large enough effect in the polarisation, with a control signal flat; inconclusive means small, poorly fitted or top-dose-only effect, or effect the other way, or a change in a side signal; inactive means no such curve, though single readings can be large or run the other way; the % refers to the polarisation;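 further: polarization taken with two DNA probes labelled with fluorescein and Texas red; potency means the concentration at half of the fitted maximal effect; % of control where 0% means no effect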
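His-tagged ERG Ets domain (1 uM in the protein solution; 300mM KCl, 50mM Tris-HCl, 1mM EDTA, 1mM DTT, pH 7.5) received compound, then a probe mix of 5 nM fluorescein-DNA and 100nM Texas-615-DNA. Fluorescence polarization was read for both dyes.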
Numbers without * were called inactive; u = inconclusive; x = no result given; & = joins results of further samples; [ ] = remark or other dose. Unless noted, the call rests on the fitted dose curve; in most records, active means well fitted curve in the direction sought with a large enough effect; inconclusive means small, poorly fitted or top-dose-only effect, or another doubt; inactive means no such curve, though single readings can be large; an effect the other way counts as inactive or inconclusive. Not all compounds are listed. The share of hits here may be higher or lower than overall.

SMILES | 12-LOX inh | LDHA block | RGS4 inh | GRP78 ERSR act | D2 antag | Vif-A3F inh | D2 ag | Vif-A3G inh | ERG Ets-DNA blk
CCN(CC)S(=O)(=O)c1ccc2oc(C(=O)NCc3ccc(C)cc3)c(C)c2c1 | 16% | 0 | -11% | -1% | -8 | 5% | -0.3 | 0% | x
C/C(N)=C(/C#N)C(=O)COC(=O)c1cc(C)n(-c2ccc(F)cc2)c1C | -4%&7% | -6&1 | 6%&-21% | u | 8 | 8%&-9% | -1.4 | 0%&1% | 2%&2%
COc1ccc(C2=NN(CCC(=O)NC3CCCCC3C)C(=O)CC2)cc1 (configuration not stated) | 5% | 1 | x | -6% | x | -4% | x | -7% | x
C[C@@H]1CN([C@@H](C)CO)C(=O)CCCn2nncc2CO[C@H]1CN(C)C(=O)CCC(F)(F)F | u | 2 | x | -5% | x | -4% | x | -1% | x
O=C1CCCN1CCC1CCN(C2CC(=O)N(Cc3ccc(N4CCCC4=O)cc3)C2=O)CC1 (configuration not stated) | 11% | 2 | -10% | -3% | 1 | 2% | -0.7 | -3% | x
O=S1(=O)CCN(C(CCO)c2cccc(C(F)(F)F)c2)CC1 (configuration not stated) | 2% | -6 | 0% | -4% | -26 | -1% | -0.6 | 1% | -5%
Cc1ccc(S(=O)(=O)N2CCN(c3nccnc3C#N)CC2)cc1 | 0% | -14 | 20% | -4% | 10 | 8% | 0.8 | 1% | -9%
O=c1oc2ccccc2c(O)c1C=NCc1ccccn1 | 15% | 3 | -7% | -7% | -14 | -4% | -0.2 | 0% | 11%
Cc1cc(SCc2ccccc2Cl)nc(=O)[nH]1 | 14% | -1 | -24% | 0% | 4 | -7% | 0.1 | -4% | 2%
CC(C)Oc1ccc2c3c(c(=O)oc2c1)CCC3 | 0% | -3 | -3% | 5% | -2 | 2% | 0.2 | 4% | -8%
CCOc1ccc(OCc2ccc(C(=O)Nc3cccnc3)o2)cc1 | 19% | 2 | 19% | -3% | 3 | x | 0.1 | 1% | 3%
O=C(c1ccccc1F)N1c2nc(-c3ccco3)nn2C2(CCCCC2)[C@@H]2CCCC[C@@H]21 | -27% | 4 | -38% | -5% | x | -15% | 6.3 | -1% | -6%
CCOC(=O)c1[nH]c2c(c1Cc1ccccc1C)C(=O)CC(c1ccccc1)C2 (configuration not stated) | -10% | 6 | -6% | -4% | x | -4% | x | 2% | 8%
C=CCNC(=O)c1onc(CSc2ccccc2C)c1C(=O)O | 2% | -2 | 0% | -9% | -9 | -4% | 0.5 | -18% | -1%
CCOC(=O)N1CCN(C2CC(=O)N(c3ccc(C)cc3)C2=O)CC1 (configuration not stated) | 0% | -1 | 2% | -2% | -4 | 0% | -0.8 | 0% | 11%
O=C(c1ccco1)N1CCN(Cc2c(F)cccc2Cl)CC1 | -8% | -7 | 1% | 3% | x | -2% | x | -2% | -14%
O=C(O)CCCCCN1C(=O)CCC1=O | 0% | 1 | 24% | -6% | -11 | -6% | 0.5 | 1% | 6%
Cc1ccc(F)cc1CNC(=O)C1CCC(=O)N(CCCN2CCCC2=O)C1 (configuration not stated) | 13% | -10 | 9% | 0% | x | 2% | x | 0% | -9%
Cc1cc(C)cc(OCC(=O)NCc2nc(-c3ccccc3)no2)c1 | 5% | 7 | 1% | -4% | 5 | -13% | 0.0 | 0% | x
CN(C(=O)CSc1nnc(C(F)(F)F)n1C)c1c(N)n(Cc2ccccc2)c(=O)[nH]c1=O | 0% | -14 | x | -4% | x | -6% | x | 1% | x
O=C(c1cccs1)N(c1ccc(Br)cc1)C1C=CS(=O)(=O)C1 (configuration not stated) | u | 19&0 | 14% | -2% | 24 | 2% | 0.0 | -4% | -2%
O=C(NCC(=O)N1CCN(Cc2ccccc2)CC1)c1cc(Cl)cc([N+](=O)[O-])c1 | -7% | 3 | 7% | -3% | x | 1% | x | 5% | 19%
Cc1cccc(S(=O)(=O)Nc2cccc(-c3ccc(N4CCCCC4)nn3)c2)c1 | -7% | -1 | -15% | 3% | x | 3% | -0.7 | 7% | 5%
CC1CN(CC(=O)Nc2ccc([N+](=O)[O-])cc2Br)CC(C)O1 (configuration not stated) | -2% | -2 | -16% | -4% | 3 | 33% | 0.6 | 0% | 0%
COC(=O)c1ccc(/C=C2\Oc3ccccc3NC2=O)cc1 | 5% | -2 | 12% | 12% | -10 | -4% | -0.2 | 0% | u
Other results follow.
SMILES | 12-LOX inh | LDHA block | RGS4 inh | GRP78 ERSR act | D2 antag | Vif-A3F inh | D2 ag | Vif-A3G inh | ERG Ets-DNA blk
COc1ccc([N+](=O)[O-])cc1NC(=O)CCN1CCN(c2ccccc2)CC1 | 4% | 2 | 0% | -7% | x | 9% | x | -1% | 1%[15.4 µM]
Cc1c(N(CC(=O)O)S(=O)(=O)c2ccccc2)c(=O)n(-c2ccccc2)n1C | u | -5 | -17% | -6% | 0 | 5% | 1.2 | -8% | -8%
COc1ccc(NC(=O)Cn2c(=O)n(Cc3nc(-c4ccccc4)no3)c(=O)c3ccccc32)cc1Cl | u | -1 | 21% | -2% | x | 0% | 1.0 | 4% | 2%
CCCOc1ccc(S(=O)(=O)NCCCN2CCOCC2)c2ccccc12 | -22% | -6 | 28% | -5% | -18 | -13% | 0.0 | 2% | 0%
O=C(CSc1cccc[n+]1[O-])c1ccccc1Br | 6% | -4 | 9% | u | -28 | 15% | 1.3 | -2% | -1%
Cc1ccc(S(=O)(=O)NN=C2C(=O)C3CCC2C3Cl)cc1 (configuration not stated) | 10µM* | -3 | -10% | -2% | x | 4% | x | 3% | -4%
O=C(Nc1ccc(C(=O)N2CCCCC2)cc1)C1CCCC1 | 12% | -2 | 1% | 0% | x | 1% | x | 1% | -8%
COC(=O)c1ccc(NC(=O)CSc2nnc(C(C)NC(=O)c3ccccc3Cl)n2C)cc1 (configuration not stated) | 36%[activator] | -2 | -13% | -4% | -1 | x | -1.5 | 0% | 0%
CCNc1nnc(CSc2nc3ccccc3s2)s1 | 3% | -3 | -22%[56.9 µM] | 1% | 17 | 4% | 0.5 | -6% | 0%
O=C(CSc1nnc2ccc(-c3cccnc3)nn12)Nc1ccc(F)cc1 | -6% | -1 | -17% | -3% | 4 | 5% | -0.6 | 1% | -5%
CCN(CC)CCOCCOc1ccccc1F | 13%[57.4 µM] | -3 | -14% | -3% | 1 | 1% | 0.2 | -1% | x
Cn1cc(S(=O)(=O)N2CCNCC2)cc1C(N)=O | 376%[activator] | -6 | -37% | -5% | x | -3% | x | 0% | 15%
O=C(N[C@H]1C/C=C\C[C@H](CC(=O)N(CCO)Cc2ccccc2)C(=O)N[C@H](Cc2c[nH]c3ccccc23)COC1=O)OCC1c2ccccc2-c2ccccc21 | -18% | -4 | -3% | -3% | x | 6% | x | -3% | 3%
Cc1cc(C)cc(NC(=O)c2ccc3oc(=O)c(S(=O)(=O)c4ccc(F)cc4)cc3c2)c1 | -25% | -1 | 11% | -3% | x | -3% | 0.9 | 0% | 3%
CCN1CCN(C(c2cccs2)C(C)NS(=O)(=O)c2ccc(C)cc2)CC1 (configuration not stated) | u | 0 | -1% | 3% | -4 | 1% | -0.1 | 11% | -9%
CCSc1ncc(Cl)c(C(=O)Nc2ccc(S(=O)(=O)N(C)c3ccccc3)cc2)n1 | -27% | -2 | 9% | -2% | x | -3% | 1.0 | 3% | -5%
O=C(CSc1nnc(-c2n[nH]c3ccccc23)n1-c1ccccc1)Nc1cccc(Cl)c1 | -1% | -6 | -28% | -8% | 0 | u | 0.0 | -16% | x
COc1cccc(NC(=S)N2CCn3cccc3C2c2cccnc2)c1 (configuration not stated) | 0% | -1 | -23% | -2% | 7 | 5% | 2.2 | 0% | -16%
CC1CCCCN1S(=O)(=O)c1ccc(S(=O)(=O)NCCc2ccncc2)cc1 (configuration not stated) | 0%[57.4 µM] | -1 | -2% | -3% | -19 | 1% | -0.3 | 1% | x
O=C(COc1ccccc1)NC(=S)Nc1cccc(NC(=O)c2ccccc2Cl)c1 | u | 1 | -31% | -3% | 13 | -14% | 1.2 | -7% | -2%
COc1ccc(S(=O)(=O)NN=C2CCCCC2)cc1 | u | 1 | -14% | -4% | 3 | -8% | 1.3 | 2% | -11%
Cc1cccc2c1NC(=O)C2=Nc1ccc(Cl)cc1 | -2% | 2 | -6% | -2% | 9 | -5% | 2.5 | -7% | -4%
COc1ccccc1NC(=S)NC(NC(=O)CC(C)C)C(Cl)(Cl)Cl (configuration not stated) | -7% | -2 | 4% | -4% | -2 | 0% | 0.6 | 1% | -2%
CCOC(=O)c1c(SCCN2CCCC2)n(-c2ccccc2)c(=S)n(-c2ccccc2)c1=O | -13% | -11 | u | u | x | -4% | x | -7% | x
CCc1ccc(CNC(=O)CN2C(=O)CCn3nc(-c4cn(C)c5ccccc45)cc32)cc1 | u | -8 | u | 1% | x | 3% | 1.0 | -2% | -1%
COc1cc(NC(=O)c2ccccc2Cl)ccc1NC(=O)c1ccco1 | -23% | -1 | -30% | -3% | -12 | 1% | -0.5 | -10% | -6%
CCc1ccc(C2CC(=O)NC(SCC(=O)OC(C)C)=C2C#N)cc1 (configuration not stated) | -14% | 5 | -8% | -1% | 16 | -1% | -0.3 | -4% | -7%
